# High-throughput results from PubChem BioAssay.
# KLF5 inhibitor: suppresses KLF5 promoter-driven expression | AID 1700 | DLD-1 KLF5 promoter-luciferase reporter, luminescence | inhibition, % at 5 µM | 0.23% of 290,000 active;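 active = inhibition above a per-plate limit of that plate's mean compound inhibition plus 3 SD, cut at about 60% in these data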;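 also: 0% = DMSO wells and 100% = LY294002 at 200 µM; higher means less KLF5 promoter-driven luciferase light; inactives centre near -14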
# IEC-6 cytotox: counter-screen for KLF5 inhibitors: cytotoxicity in IEC-6 cells. inhibition, % at 5 µM. IEC-6 cytotoxicity, luminescence viability. 0.78% of 290,000 active. AID 1825; in the data active = inhibition above about 22%;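 also: 0% = plate median of test compound wells and 100% = cytotoxic reference compound wells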
# HSF1 inh: HSF1 inhibition; 0.77% of 300,000 active; NIH3T3-HGL HSE-luciferase, MG132-induced, luminescence 8 h; hits give low values; activity change, negative = inhibition, % at 7.5 µM (by protocol);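 active = more than half of replicate wells show activity change below -50%, luminescence cut by over half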;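 also: luciferase reports HSF-1 transcriptional activity via heat shock element; 0% = median of DMSO wells and -100% = zero luminescence signal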
# Platelet DG rel: platelet dense granule release activity | human platelet-rich plasma, SFLLRN dense granule ATP release, luminescence | inhibition, %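 (compounds screened at 7.5 µM in platelet-rich plasma)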 | 0.22% of 300,000 active;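 active = mean replicate score, as percent of positive control, at or above 50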
# aSyn 5UTR inh: 5' untranslated region of α-synuclein, MLPCN primary screen | alpha-synuclein 5'UTR reporter, inhibitor activity | inhibition, % (tested at 7.5 µM) | 0.82% of 300,000 active; in the data active = inhibition above about 60%;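 also: H4 neuroglioblastoma cells stably carrying SNCA 5'UTR luciferase fusion; 0% = DMSO wells and 100% = positive control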
# HSF-1 act: increases HSF-1 driven luciferase reporter signal; 1.7% of 300,000 active; NIH3T3-HGL HSF-1 luciferase reporter, MG132, 8 h; 100% = twice DMSO control signal; AID 504408; activation, % at 9 µM;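 active = mean replicate activation of at least 50% with a set share of replicates each reaching 50%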;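 also: 0% = median of the neutral control wells and 100% = twice that signal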
# GSK3B inh: blocks human GSK3beta kinase activity; P49841; GST-GSK3beta kinase, ADP-Glo luminescence, 60 min; hits give low values; activity score (negative = inhibition), % at 10 µM; 0.038% of 300,000 active; AID 2097;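 active = more than half of replicate wells score below -50%, meaning over 50% inhibition versus plate controls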;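 also: 0% = median DMSO wells and -100% = median GW8510 positive control wells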
# Target sequence (P49841 whole entry, looked up): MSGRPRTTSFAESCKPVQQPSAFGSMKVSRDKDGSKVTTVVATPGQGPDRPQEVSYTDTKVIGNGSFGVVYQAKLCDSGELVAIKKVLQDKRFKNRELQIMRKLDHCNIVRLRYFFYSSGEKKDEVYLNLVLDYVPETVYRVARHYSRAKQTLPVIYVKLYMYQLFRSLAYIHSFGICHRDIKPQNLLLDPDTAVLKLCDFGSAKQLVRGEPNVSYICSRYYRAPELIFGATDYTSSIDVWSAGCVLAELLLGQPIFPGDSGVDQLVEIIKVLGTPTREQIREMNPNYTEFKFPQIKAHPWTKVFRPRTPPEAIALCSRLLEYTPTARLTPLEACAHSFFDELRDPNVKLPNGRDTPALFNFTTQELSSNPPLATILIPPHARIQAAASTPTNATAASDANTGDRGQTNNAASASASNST
#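 Assay system: GST-fused GSK3beta enzyme, cell-free / Medium: Tris pH 7.5 buffer with MgCl2, DTT, BSA, heparin / Also added: peptide substrate plus 25 µM ATP (final) / Compound: 10 µM single point / Timing: kinase reaction with compound 60 min at room temperature / Detection: ADP-Glo luminescence / Benchmarks: DMSO neutral wells and GW8510 at 20 µM as positive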
# GSK3A inh: blocks human GSK-3 alpha kinase | P49840 | inhibition, % at 10 µM | ADP-Glo luminescence, 60 min | 0.1% of 320,000 active;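 in the data active = inhibition above about 50%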;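 also: GST-tagged GSK-3 alpha with peptide substrate and 25 µM ATP; 0% = DMSO neutral wells and 100% = GW8510 positive control wells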
# Target sequence (P49840 whole entry, looked up): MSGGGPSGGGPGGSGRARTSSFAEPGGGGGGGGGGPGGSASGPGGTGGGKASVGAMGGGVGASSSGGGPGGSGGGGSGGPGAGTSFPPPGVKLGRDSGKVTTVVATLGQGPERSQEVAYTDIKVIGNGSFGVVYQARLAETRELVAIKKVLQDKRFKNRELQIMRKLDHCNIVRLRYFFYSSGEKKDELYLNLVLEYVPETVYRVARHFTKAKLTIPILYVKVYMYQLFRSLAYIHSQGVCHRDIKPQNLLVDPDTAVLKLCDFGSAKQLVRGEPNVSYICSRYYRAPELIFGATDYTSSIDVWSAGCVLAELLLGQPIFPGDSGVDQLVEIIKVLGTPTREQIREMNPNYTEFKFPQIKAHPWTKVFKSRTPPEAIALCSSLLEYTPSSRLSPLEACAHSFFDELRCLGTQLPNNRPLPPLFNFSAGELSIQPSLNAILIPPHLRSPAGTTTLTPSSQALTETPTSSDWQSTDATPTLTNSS
# Dyrk1A ADPGlo: Dyrk1A (rat) kinase inhibition; inhibition, % at 12.5 µM; ADP-Glo luminescence, NFATc1 peptide; Q63470; 0.43% of 310,000 active; in the data active = inhibition above about 50%;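 also: plate controls were vehicle with enzyme for no effect and no enzyme for full effect; many of its hits are not listed in these tables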
# HSP90 refold inh: blocks HSP90-mediated luciferase refolding in reticulocyte lysate; Rabbit reticulocyte lysate, luciferase refolding luminescence, 3 h; inhibition, % at 5.6 µM; 0.91% of 290,000 active; AID 1789;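 active = inhibition above the screen-wide mean plus 3 SD, computed separately per campaign, cut at about 16% in these data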;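 also: 0% = DMSO wells and 100% = 60 µM geldanamycin wells; inhibitors lower the luminescence because luciferase stays unfolded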
# Active calls of the source: *; nt = no result given.
SMILES,KLF5 inhibitor,IEC-6 cytotox,HSF1 inh,Platelet DG rel,aSyn 5UTR inh,HSF-1 act,GSK3B inh,GSK3A inh,Dyrk1A ADPGlo,HSP90 refold inh
CC(C)c1ccc(/C=C2\SC(=O)N(CC(=O)NC3CCS(=O)(=O)C3)C2=O)cc1 (stereo not drawn),-122.3,3.6,17.3,-0.8,-89.8,45.5,1.9,nt,-3.0,-1.4
COc1cc(C(=O)NNC(=O)C2CCCC2)cc(OC)c1OC,6.6,-2.8,-2.3,-4.1,-19.6,2.1,-3.5,-2.5,-7.6,-4.9
CC1CCN(S(=O)(=O)c2ccccc2)CC1,-15.5,3.2,-4.9,-1.9,6.8,-0.8,0.5,-1.6,6.0,5.5
CCCCCCCCOc1ccc(C2OC34CCCCC3C(C#N)(C#N)C2(C#N)C(=N)O4)cc1 (stereo not drawn),10.0,1.4,5.3,0.3,-21.7,2.5,-3.5,5.6,11.0,-0.8
Cc1ccc(-c2ccc(C(=O)O)c(C)n2)cc1,8.1,-0.2,-2.7,4.1,2.3,-0.5,-0.6,1.9,2.8,1.3
Cc1ccc(C)c(C(=O)N(Cc2nc(-c3ccc(Cl)cc3)no2)C(C)C)c1,4.4,-9.4,6.6,7.0,2.1,13.8,0.3,-0.3,0.1,-2.3
C=CC[n+]1c(-c2ccc(C)cc2)csc1Nc1c(C)n(C)n(-c2ccccc2)c1=O,-19.6,2.7,2.5,-0.3,-31.7,19.2,0.3,-0.5,-7.7,3.7
Cc1ccc(C(=O)Cn2c(=N)n(N)c3ccccc32)cc1,-32.3,5.0,-37.3,-3.8,-166.0,-43.9,-0.5,0.7,-1.9,9.4
CCC(OC(=O)c1ccco1)C(=O)NCc1ccc2c(c1)OCO2 (stereo not drawn),-28.5,-3.8,1.2,2.8,-3.7,7.0,2.4,3.2,3.0,-5.6
CS(=O)(=O)N1CCN(c2ccccc2NC(=O)c2ccco2)CC1,-24.4,4.4,-3.5,0.5,-8.0,-9.2,-1.6,21.7,nt,-0.8
Nc1ccnn1Cc1ccncc1,-5.5,1.7,-5.2,-2.1,-17.7,-22.4,-0.6,-0.9,5.5,-3.9
C=C(C)C(=O)N1CC2(CC(c3cccc(NC(=O)CC(c4ccccc4)c4ccccc4)c3)=NO2)C[C@H]1C(N)=O (stereo partly drawn),nt,nt,-8.2,0.2,-2.7,-9.5,-0.1,-0.1,nt,nt
Cc1ccc(-c2nnn(CC(=O)Nc3nnc(C(C)C)s3)n2)cc1,-3.4,6.9,-8.0,9.4,-6.2,-5.8,-2.6,2.1,-1.0,3.2
CCCCC(=O)Nc1ccc(C(=O)NCCN2CCOCC2)cc1,-44.2,1.7,-5.1,0.9,2.7,-0.8,0.1,-0.9,1.7,-2.1
CCOc1ccc(CN2CCN(C/C=C/c3ccc(OC)cc3)CC2CCO)cc1 (stereo not drawn),-21.1,-1.1,-4.2,0.9,5.9,7.7,4.1,-0.7,-3.5,-1.1
O=C(NN1C(=O)C2C3C=CC(C3)[C@H]2C1=O)c1cccnc1 (stereo partly drawn),-15.1,-1.9,-0.9,-8.4,-11.7,-0.3,-2.0,0.3,-8.6,4.3
CCc1ccc2[nH]c(=O)c(CN(CCN3CCCC3)C(=O)NC3CCCCC3)cc2c1,7.3,-8.1,-1.9,-3.5,-2.2,2.9,0.6,0.3,-3.3,-5.1
O=S(=O)(c1ccc(F)cc1)N1CCN(CC(O)COc2ccccc2F)CC1 (stereo not drawn),-20.8,-6.7,-2.3,1.7,24.4,-0.3,-3.2,-0.6,-3.1,-3.2
Cc1sc(NC(=O)C2CCCCC2C(=O)O)c(C(N)=O)c1-c1ccc(C(C)(C)C)cc1 (stereo not drawn),-38.0,-6.7,4.3,-1.2,-0.7,16.8,-1.5,-2.9,-5.9,-0.6
O=C(O)c1nn(-c2cccc(Cl)c2)c(=O)cc1O,-16.3,1.4,0.4,10.5,6.8,-10.9,-3.7,5.8,-0.6,1.0
O=C(O)c1ccc(OCC(O)Cn2cnc3ccccc32)cc1 (stereo not drawn),13.6,0.2,-6.6,-1.9,1.2,-6.0,1.9,-0.6,-5.2,0.5
Oc1ccc(C=Nc2cccc3ccccc23)c(O)c1,-29.7,8.9,7.9,-21.7,6.4,5.7,-0.1,-1.4,-1.2,12.8
COc1ccc(-c2cc(C(F)(F)F)n3ncc(C(=O)O)c3n2)cc1OC,13.1,1.6,-0.7,1.8,-5.5,6.2,-2.5,1.0,0.5,-2.8
Cc1ccc(-c2csc(NC(=O)C3=NN(C4CCS(=O)(=O)C4)C(=O)CC3)n2)cc1 (stereo not drawn),3.3,1.5,1.4,1.2,-18.6,2.0,4.1,0.6,nt,1.3
O=C(Nc1ccccc1OC(F)F)c1cccc(S(=O)(=O)N2CCCC2)c1,-10.3,-2.7,-0.9,-12.8,-39.3,7.7,1.7,0.7,0.3,-1.3
CSc1ccccc1NC(=O)Cc1ccccc1,-12.7,-9.9,-6.3,7.9,12.9,3.8,0.1,-1.3,nt,0.1
COc1ccc(Cl)cc1NC(=O)CSc1nncn1-c1cccnc1,12.3,6.9,2.1,1.6,18.7,6.4,-0.1,-1.2,9.6,-3.9
O=C(Nc1ccn(Cc2c(F)c(F)c(F)c(F)c2F)n1)c1cccc(Cn2cc([N+](=O)[O-])cn2)c1,-21.2,-1.5,-2.1,-7.9,6.5,-10.7,3.5,nt,5.3,1.8
COc1ccc(N2CCN(C(=O)COC(=O)/C=C/c3ccc(OC(F)F)cc3)CC2)cc1,nt,nt,1.7,-25.7,-7.9,2.2,2.3,nt,nt,nt
CCc1cc(C(=O)N2CCN(c3ncccn3)CC2)sc1C,nt,nt,-1.8,13.2,3.5,4.3,0.5,-0.8,1.8,nt
Cc1cc(C)nc(CCNC(=O)CC2C(=O)NCCN2Cc2ccccc2)n1 (stereo not drawn),3.3,1.8,2.1,1.2,-3.9,23.8,-1.3,1.7,4.1,7.9
C/C(=C\c1cc(C(=O)O)c(C)o1)CO,-15.3,-7.7,-2.3,-0.2,2.8,1.7,1.3,-1.2,11.3,9.1
COC(=O)c1[nH]c2ccccc2c1NS(=O)(=O)c1ccc(OC)cc1OC,-12.3,-2.0,-2.9,0.5,5.0,-13.5,2.1,-1.0,-0.3,0.1
COc1ccc(-c2cc(C(=O)NCCCN3CCOCC3)on2)cc1OC,-6.3,1.2,-3.4,16.2,17.4,20.1,-0.4,-1.1,0.9,3.9
COc1ccc(NC(=O)Nc2ccccn2)cc1OC,-42.2,-4.1,8.0,8.4,-79.4,2.6,-3.9,-0.8,11.2,-2.7
Cn1cccc1/C=N/N1CCN(Cc2cccc3ccccc23)CC1,-16.5,2.1,5.4,0.2,-9.0,5.8,-2.8,0.1,nt,-1.2
COC(=O)c1cccc(NC(=O)c2ccccc2)c1,-32.9,3.9,6.4,-0.8,-25.5,25.4,2.0,-3.5,15.4,-1.5
CCC(C)[C@H](NC(=O)[C@H](Cc1ccccc1)n1c(=O)[nH]c2ccccc2c1=O)C(=O)N1CCC[C@@H]1C(=O)O (stereo partly drawn),-7.1,-4.1,1.4,-1.9,4.1,13.8,-2.8,-3.3,-3.3,-3.4
COc1ccc(C2CC(=O)Nc3sc(=N)c4c(N)c(C#N)c(N)nc4c32)cc1OC (stereo not drawn),-36.5,-3.9,0.6,92.7*,13.5,-8.6,1.0,-0.4,0.8,-1.7
O=C(CSc1nccc(=O)[nH]1)c1ccccc1Br,-14.8,-2.1,1.0,30.5,-8.6,22.8,1.3,-1.2,1.2,0.0
Cc1c(NC(=O)C(C)n2cc([N+](=O)[O-])cn2)c(=O)n(-c2ccccc2)n1C (stereo not drawn),8.0,5.6,5.6,21.0,-18.9,13.8,3.8,-3.3,8.4,1.3
CCOc1c(Cl)cc(CNCC(O)c2ccccc2)cc1OC (stereo not drawn),-20.9,-1.8,8.0,1.8,-19.3,40.7,2.9,0.3,-1.8,-2.1
COCCn1nnnc1C(C(C)C)N(Cc1cccnc1)Cc1ccccc1Cl (stereo not drawn),15.1,-2.0,-1.3,5.7,-1.0,2.7,-1.6,-0.3,-1.3,-2.0
Cc1cc(OCC(=O)N2CCC(O)CC2)c2c(C)cc(=O)oc2c1,-34.0,0.4,-1.4,-13.1,18.3,19.0,3.2,-10.7,1.4,-1.8
Cc1ccc(C(=O)Nc2ccc(Nc3ccccc3)cc2)c(Cl)c1,-21.1,2.0,3.8,-9.7,-17.4,-3.0,-3.0,nt,12.9,11.4
CCCCOC(=O)Cn1c(=O)n(CC(=O)OCCCC)c2cc(C)ccc21,-42.9,-4.7,10.3,4.8,21.5,15.4,-0.5,-1.4,-7.8,0.2
O=C(NCCO)c1cc2c([nH]c3ccccc32)c(-c2ccc(F)cc2)n1,2.6,-2.2,3.1,7.3,3.5,3.7,0.7,-2.0,4.4,3.5
CCOc1ccc(OCC)c(NC(=O)C2CCN(S(=O)(=O)c3c(C)[nH]c(=O)[nH]c3=O)CC2)c1,-13.0,7.4,-1.8,2.1,15.6,-14.6,0.6,0.6,0.3,1.4
CC12C=CC(=O)C=C1CCC1C2C(=O)C[C@@]2(C)C1CCC2(O)C(=O)CO (stereo partly drawn),nt,nt,1.3,-7.1,-6.7,2.3,1.6,0.8,9.9,nt
O=C(NCc1ccccc1)c1cc[n+](Cc2ccccc2)cc1,-12.3,1.7,-7.6,-2.9,8.1,-4.3,3.2,0.9,5.6,1.4
Cc1c(Nc2nc3ccccc3nc2NS(=O)(=O)c2cccc(Cl)c2)c(=O)n(-c2ccccc2)n1C,-10.7,-4.8,-0.2,9.4,10.7,-0.7,2.7,-6.6,-5.2,-3.0
CN(Cc1ccccn1)Cc1nc(-c2ccc(Cl)cc2)no1,-19.5,1.2,-11.2,-1.4,-61.1,-33.6,4.4,-2.9,-9.6,4.3
COc1ccc(NC(=O)CN2C(=O)C(C)Oc3ccccc32)c(OC)c1 (stereo not drawn),-22.6,-3.9,-4.0,-0.5,19.5,-5.9,3.7,-2.7,0.4,-1.8
CCCCc1ccc(-c2csc(/C(C#N)=C/c3ccc(C)o3)n2)cc1,-29.5,-0.1,0.9,-1.1,4.6,5.0,0.0,-1.4,-6.2,-1.9
CCOCC(=O)Nc1ccccc1C(=O)OCC,-13.7,-1.1,1.5,1.3,19.8,-9.4,3.0,0.0,6.9,-0.6

# Looked up one by one from above:
SMILES,KLF5 inhibitor,IEC-6 cytotox,HSF1 inh,Platelet DG rel,aSyn 5UTR inh,HSF-1 act,GSK3B inh,GSK3A inh,Dyrk1A ADPGlo,HSP90 refold inh
CN(Cc1ccccn1)Cc1nc(-c2ccc(Cl)cc2)no1,-19.5,1.2,-11.2,-1.4,-61.1,-33.6,4.4,-2.9,-9.6,4.3
CCCCc1ccc(-c2csc(/C(C#N)=C/c3ccc(C)o3)n2)cc1,-29.5,-0.1,0.9,-1.1,4.6,5.0,0.0,-1.4,-6.2,-1.9
COc1ccc(NC(=O)CN2C(=O)C(C)Oc3ccccc32)c(OC)c1 (stereo not drawn),-22.6,-3.9,-4.0,-0.5,19.5,-5.9,3.7,-2.7,0.4,-1.8
O=C(NCc1ccccc1)c1cc[n+](Cc2ccccc2)cc1,-12.3,1.7,-7.6,-2.9,8.1,-4.3,3.2,0.9,5.6,1.4

# These rows are one share of the data, so the mix of outcomes need not match the whole.
